Screening data from PubChem.
Bim-Bfl-1: human Bim-Bfl-1 interaction inhibition; 0.12% of 190,000 active; Bead-based flow cytometry, Bim-Bfl-1 binding inhibition; inhibition, % at 10 µM; Q16548;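 note: 0% = wells without compound plus tracer and 100% = blocker peptide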
RGS7-Gao reg: regulators of human RGS7-Galphao interaction; P09471; Multiplexed bead flow cytometry, RGS7-Galphao binding; actives lie on both sides; binding response (% of control), % at 10 µM; 0.35% of 220,000 active; AID 1439; in the data active = binding response below about 49% or above about 150%; inconclusive = no clear call, values can overlap the other calls; inactive = in between;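 note: fluorescent Galphao held in activated GDP-AlF4 state binding bead-coupled RGS7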
Mcl-1 Bim block: disrupts Bim peptide binding to human Mcl-1 | inhibition, % at 10 µM | AID 1009 | Q07820 | 0.1% of 190,000 active | Bead-based flow cytometry, Bim peptide-Mcl-1 binding;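 note: 0% = no compound tracer wells and 100% = peptide blocker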
Target sequence (Q07820 whole entry, looked up): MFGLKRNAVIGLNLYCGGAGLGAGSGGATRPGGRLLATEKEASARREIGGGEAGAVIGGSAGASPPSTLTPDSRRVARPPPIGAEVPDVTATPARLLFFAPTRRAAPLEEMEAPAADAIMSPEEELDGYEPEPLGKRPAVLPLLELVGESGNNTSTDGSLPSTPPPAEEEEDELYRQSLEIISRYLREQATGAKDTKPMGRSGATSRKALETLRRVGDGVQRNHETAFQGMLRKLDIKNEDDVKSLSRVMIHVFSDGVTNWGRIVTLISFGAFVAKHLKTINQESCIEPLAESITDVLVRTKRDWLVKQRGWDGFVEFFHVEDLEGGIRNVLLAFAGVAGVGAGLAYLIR
RGS4-Gao reg: modulates binding of RGS4 to human Galphao; P09471; Multiplexed bead flow cytometry; actives lie on both sides; binding response (% of control), % at 10 µM; 0.33% of 220,000 active; AID 1415; in the data active = binding response below about 49% or above about 150%; inactive = in between;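 note: fluorescent Galphao activated with aluminum fluoride binding bead-coupled RGS4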
Bcl-2 Bim block: inhibitors of Bim-Bcl-2 interaction, human. P10415. Bead-based flow cytometry, Bim peptide-Bcl-2 binding. inhibition, % at 10 µM. 0.06% of 190,000 active. AID 950; in the data active = inhibition above about 40%; inconclusive = no clear call, values can overlap the other calls;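 note: 0% = no compound wells with probe peptide and 100% = reference peptide inhibitor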
Target sequence (P10415 whole entry, looked up): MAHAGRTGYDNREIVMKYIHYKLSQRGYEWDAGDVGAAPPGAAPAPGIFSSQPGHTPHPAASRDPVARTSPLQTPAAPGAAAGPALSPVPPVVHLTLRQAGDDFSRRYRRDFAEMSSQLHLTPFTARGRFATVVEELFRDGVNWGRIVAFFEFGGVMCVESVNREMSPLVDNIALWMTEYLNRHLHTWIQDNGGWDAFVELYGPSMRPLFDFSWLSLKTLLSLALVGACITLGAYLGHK
Bcl-B Bim block: disrupts Bim peptide binding to human Bcl-B | Q9HD36 | bead-based flow cytometry | inhibition, % at 10 µM | 0.073% of 190,000 active;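 note: 0% = tracer peptide without compound and 100% = reference inhibitor peptide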
Target sequence (Q9HD36 whole entry, looked up): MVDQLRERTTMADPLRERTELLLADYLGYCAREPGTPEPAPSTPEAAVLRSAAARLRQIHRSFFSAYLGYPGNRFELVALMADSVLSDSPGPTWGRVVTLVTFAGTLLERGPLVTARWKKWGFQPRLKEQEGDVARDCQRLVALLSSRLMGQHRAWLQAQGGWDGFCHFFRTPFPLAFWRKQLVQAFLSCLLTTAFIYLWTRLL
Bcl-W Bim block: inhibitors of Bim-Bcl-W interaction, human; Q92843; bead-based flow cytometry, Bim peptide-Bcl-W binding; inhibition, % at 10 µM; 0.02% of 190,000 active; AID 952;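 note: 0% = bound tracer without compound and 100% = peptide blocker; higher means less fluorescent Bim peptide bound to Bcl-W beads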
Bcl-XL Bim block: inhibitors of Bim-Bcl-XL interaction, human | AID 1007 | Q07817 | inhibition, % at 10 µM | 0.04% of 190,000 active | Bim peptide-Bcl-XL binding, bead flow cytometry, fluorescence
Target sequence (Q07817 whole entry, looked up): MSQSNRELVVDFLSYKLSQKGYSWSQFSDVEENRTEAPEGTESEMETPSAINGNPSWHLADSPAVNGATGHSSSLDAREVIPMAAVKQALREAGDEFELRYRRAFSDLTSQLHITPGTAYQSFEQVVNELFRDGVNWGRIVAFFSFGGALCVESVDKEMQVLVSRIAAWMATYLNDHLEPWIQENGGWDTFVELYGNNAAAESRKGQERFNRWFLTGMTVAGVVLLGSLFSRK
Mcl1-Bid inh: disrupts binding of human Mcl-1 to Bid peptide. TR-FRET Mcl-1/Bid-Dy647 peptide binding, 1536-well. inhibition, % at 21.7 µM. AID 1021. 0.97% of 220,000 active;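 active = compounds that cut the binding signal by more than half at the single screening dose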;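 note: His-tagged Mcl-1 with europium anti-His antibody binding Bid BH3 peptide; 0% = Mcl-1 plus peptide wells and 100% = peptide-only wells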
RGS8-Gao reg: modulates binding of RGS8 to human Galphao; multiplexed bead flow cytometry; actives lie on both sides; response (percent of control binding), % at 10 µM; 0.34% of 220,000 active; AID 1423; in the data active = response below about 60% or above about 140%; inactive = in between;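 note: Galphao activated as the GDP aluminium fluoride complex binding bead-coupled RGS8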
Mcl1-Noxa inh: Mcl-1/Noxa interaction inhibition. TR-FRET Mcl-1/Noxa peptide binding, 2 h. inhibition, % at 21.7 µM. 1.5% of 220,000 active. AID 1022;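 active = compounds that cut the protein-peptide binding signal by more than 50% relative to plate controls in a single-dose test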;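 note: His-tagged Mcl-1 with rhodamine Noxa BH3 peptide and terbium anti-His antibody; 0% = Mcl-1 plus Noxa peptide wells and 100% = peptide-only wells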
Active calls of the source: *. Cut-off read from the data, not from the text of the source, unless noted: active = inhibition above about 40%.

Preview, two compounds:
Results for CCc1ccc(NC(=O)CSCc2ccc(C(=O)O)cc2)cc1 ?
Bim-Bfl-1: 2.0; RGS7-Gao reg: 94.4; Mcl-1 Bim block: -3.0; RGS4-Gao reg: 97.6; Bcl-2 Bim block: 0.0; Bcl-B Bim block: 1.0; Bcl-W Bim block: -4.0; Bcl-XL Bim block: -2.0; Mcl1-Bid inh: -9.0; RGS8-Gao reg: 99.8; Mcl1-Noxa inh: 2.5

Results for O=C(OCc1ccccc1)Oc1cncc(C(=O)O)c1 ?
Bim-Bfl-1: -1.0; RGS7-Gao reg: 88.2; Mcl-1 Bim block: -5.0; RGS4-Gao reg: 84.8; Bcl-2 Bim block: -3.0; Bcl-B Bim block: -3.0; Bcl-W Bim block: -6.0; Bcl-XL Bim block: -5.0; Mcl1-Bid inh: -16.4; RGS8-Gao reg: 94.3; Mcl1-Noxa inh: 6.0

Main list (from the top)
Results for CCc1ccc(NC(=O)CSCc2ccc(C(=O)O)cc2)cc1 ?
Bim-Bfl-1: 2.0; RGS7-Gao reg: 94.4; Mcl-1 Bim block: -3.0; RGS4-Gao reg: 97.6; Bcl-2 Bim block: 0.0; Bcl-B Bim block: 1.0; Bcl-W Bim block: -4.0; Bcl-XL Bim block: -2.0; Mcl1-Bid inh: -9.0; RGS8-Gao reg: 99.8; Mcl1-Noxa inh: 2.5

Results for O=C(OCc1ccccc1)Oc1cncc(C(=O)O)c1 ?
Bim-Bfl-1: -1.0; RGS7-Gao reg: 88.2; Mcl-1 Bim block: -5.0; RGS4-Gao reg: 84.8; Bcl-2 Bim block: -3.0; Bcl-B Bim block: -3.0; Bcl-W Bim block: -6.0; Bcl-XL Bim block: -5.0; Mcl1-Bid inh: -16.4; RGS8-Gao reg: 94.3; Mcl1-Noxa inh: 6.0

What do the screens show for `O=C(Nc1cccc(Cl)c1)/C(=C\c1cccnc1)NC(=O)c1ccco1`?
Bim-Bfl-1: -5.0; RGS7-Gao reg: 99.8; Mcl-1 Bim block: 1.0; RGS4-Gao reg: 103.5; Bcl-2 Bim block: -2.0; Bcl-B Bim block: -1.0; Bcl-W Bim block: -1.0; Bcl-XL Bim block: 0.0; Mcl1-Bid inh: -36.1; RGS8-Gao reg: 101.9; Mcl1-Noxa inh: 10.7

What do the screens show for `Cn1c(SCC(=O)OC2CCCCC2)nnc1-c1ccco1`?
Bim-Bfl-1: 0.0; RGS7-Gao reg: 101.3; Mcl-1 Bim block: -1.0; RGS4-Gao reg: 106.9; Bcl-2 Bim block: 1.0; Bcl-B Bim block: -5.0; Bcl-W Bim block: -4.0; Bcl-XL Bim block: -4.0; Mcl1-Bid inh: -7.8; RGS8-Gao reg: 101.0; Mcl1-Noxa inh: -15.5

What do the screens show for `COc1ccccc1C(=O)C1CCCN(C(=O)CCn2cnnn2)C1` (configuration not stated)?
RGS7-Gao reg: inconclusive; RGS4-Gao reg: 86.2; Mcl1-Bid inh: -9.7; RGS8-Gao reg: 92.8; Mcl1-Noxa inh: -11.8

Results for Cc1ccc(C)n1-c1ccc(NC(=O)c2ccccc2)cc1 ?
Bim-Bfl-1: 6.0; RGS7-Gao reg: 92.5; Mcl-1 Bim block: -4.0; RGS4-Gao reg: 94.9; Bcl-2 Bim block: 0.0; Bcl-B Bim block: -5.0; Bcl-W Bim block: -1.0; Bcl-XL Bim block: -4.0; Mcl1-Bid inh: -61.7; RGS8-Gao reg: 99.6; Mcl1-Noxa inh: 28.3

What do the screens show for `O=C(CN1C(=O)C(=O)c2ccccc21)NC1CCCCC1`?
Bim-Bfl-1: 0.0; RGS7-Gao reg: 95.9; Mcl-1 Bim block: 1.0; RGS4-Gao reg: 98.8; Bcl-2 Bim block: 2.0; Bcl-B Bim block: -2.0; Bcl-W Bim block: -1.0; Bcl-XL Bim block: -5.0; Mcl1-Bid inh: -8.6; RGS8-Gao reg: 99.8; Mcl1-Noxa inh: 2.9

What do the screens show for `CCN1CCN(c2cc3c(cc2F)c(=O)c(C(=O)O)cn3C2CC2)CC1`?
Bim-Bfl-1: -2.0; RGS7-Gao reg: 99.2; Mcl-1 Bim block: -3.0; RGS4-Gao reg: 100.3; Bcl-2 Bim block: -1.0; Bcl-B Bim block: 1.0; Bcl-W Bim block: 0.0; Bcl-XL Bim block: -3.0; Mcl1-Bid inh: -0.5; RGS8-Gao reg: 99.7; Mcl1-Noxa inh: 39.5

Results for CC1(C)C(c2ccc(Cl)cc2)=[N+]([O-])C2(CCCC/C2=N\O)N1O (configuration not stated) ?
Bim-Bfl-1: 9.0; RGS7-Gao reg: 98.3; Mcl-1 Bim block: 3.0; RGS4-Gao reg: 100.9; Bcl-2 Bim block: 4.0; Bcl-B Bim block: 7.0; Bcl-W Bim block: 9.0; Bcl-XL Bim block: 2.0; Mcl1-Bid inh: -10.4; RGS8-Gao reg: 100.9; Mcl1-Noxa inh: 12.5

How did CCOc1ccccc1/C=C/C(=O)c1ccc(Cl)cc1 do in these assays?
Bim-Bfl-1: -1.0; RGS7-Gao reg: 97.4; Mcl-1 Bim block: -2.0; RGS4-Gao reg: 101.3; Bcl-2 Bim block: 0.0; Bcl-B Bim block: -8.0; Bcl-W Bim block: -4.0; Bcl-XL Bim block: -5.0; Mcl1-Bid inh: 6.5; RGS8-Gao reg: 103.6; Mcl1-Noxa inh: 2.7

How did CC(C)(C)N/N=C/c1cc(Cl)cc([N+](=O)[O-])c1O do in these assays?
Bim-Bfl-1: 9.0; RGS7-Gao reg: 105.7; Mcl-1 Bim block: -5.0; RGS4-Gao reg: 108.8; Bcl-2 Bim block: 4.0; Bcl-B Bim block: 0.0; Bcl-W Bim block: -3.0; Bcl-XL Bim block: -4.0; Mcl1-Bid inh: -95.3; RGS8-Gao reg: 101.0; Mcl1-Noxa inh: 32.2

Results for Cc1cccc(NC(=O)CCCCCN2C(=O)c3ccccc3C2=O)n1 ?
Bim-Bfl-1: -10.0; RGS7-Gao reg: 95.8; Mcl-1 Bim block: -3.0; RGS4-Gao reg: 89.5; Bcl-2 Bim block: -4.0; Bcl-B Bim block: -10.0; Bcl-W Bim block: 0.0; Bcl-XL Bim block: 8.0; Mcl1-Bid inh: -26.6; RGS8-Gao reg: 101.5; Mcl1-Noxa inh: 13.8

Results for COc1ccc(NC(=O)C2CCCN(c3c4c(nc5ncnn35)CCC4)C2)cc1 (configuration not stated) ?
Bim-Bfl-1: -7.0; RGS7-Gao reg: 111.1; Mcl-1 Bim block: -2.0; RGS4-Gao reg: 104.5; Bcl-2 Bim block: -10.0; Bcl-B Bim block: -9.0; Bcl-W Bim block: -2.0; Bcl-XL Bim block: -8.0; Mcl1-Bid inh: -17.6; RGS8-Gao reg: 107.8; Mcl1-Noxa inh: -5.8

How did CCn1c(CNc2ccc(F)cc2)nnc1SCC(=O)OC1CCCCC1 do in these assays?
Bim-Bfl-1: 6.0; RGS7-Gao reg: 92.7; Mcl-1 Bim block: 0.0; RGS4-Gao reg: 97.2; Bcl-2 Bim block: 4.0; Bcl-B Bim block: 4.0; Bcl-W Bim block: 9.0; Bcl-XL Bim block: 0.0; Mcl1-Bid inh: -80.5; RGS8-Gao reg: 95.2; Mcl1-Noxa inh: -5.2

How did CCN(CC)C(=O)CS(=O)(=O)CC(=O)Nc1cc(OCCOC)c(Cl)cc1Cl do in these assays?
Bim-Bfl-1: -5.0; RGS7-Gao reg: 104.0; Mcl-1 Bim block: -2.0; RGS4-Gao reg: 102.0; Bcl-2 Bim block: 1.0; Bcl-B Bim block: -2.0; Bcl-W Bim block: -3.0; Bcl-XL Bim block: 0.0; Mcl1-Bid inh: -9.1; RGS8-Gao reg: 100.8; Mcl1-Noxa inh: 5.5

How did CCOC(=O)c1c(=O)n(O)c2ccc(OC)cc2[n+]1[O-] do in these assays?
Bim-Bfl-1: 0.0; RGS7-Gao reg: 96.1; Mcl-1 Bim block: -4.0; RGS4-Gao reg: 96.9; Bcl-2 Bim block: 2.0; Bcl-B Bim block: -1.0; Bcl-W Bim block: 0.0; Bcl-XL Bim block: -3.0; Mcl1-Bid inh: 35.5; RGS8-Gao reg: 96.4; Mcl1-Noxa inh: 10.5

What do the screens show for `COc1cc(/C=C2\CCOC2=O)cc(OC)c1OC`?
RGS7-Gao reg: inconclusive; RGS4-Gao reg: 100.7; Mcl1-Bid inh: -15.4; RGS8-Gao reg: 99.8; Mcl1-Noxa inh: -6.0

Results for CCN(CC)S(=O)(=O)c1cccc(C(=O)OCC(=O)NC(C)c2ccccc2)c1 (configuration not stated) ?
Bim-Bfl-1: -3.0; RGS7-Gao reg: 102.3; Mcl-1 Bim block: -2.0; RGS4-Gao reg: 102.0; Bcl-2 Bim block: 0.0; Bcl-B Bim block: -2.0; Bcl-W Bim block: 0.0; Bcl-XL Bim block: -2.0; Mcl1-Bid inh: -19.7; RGS8-Gao reg: 103.1; Mcl1-Noxa inh: 7.4

What do the screens show for `CC1Cc2ccccc2N1C(=O)Cn1c(=O)cc(O)c2ccccc21` (configuration not stated)?
Bim-Bfl-1: -1.0; RGS7-Gao reg: 108.9; Mcl-1 Bim block: -4.0; RGS4-Gao reg: 104.4; Bcl-2 Bim block: -4.0; Bcl-B Bim block: -1.0; Bcl-W Bim block: -3.0; Bcl-XL Bim block: -6.0; Mcl1-Bid inh: 4.5; RGS8-Gao reg: 119.2; Mcl1-Noxa inh: 7.3

How did CCCCn1c(CNC(=O)CCC)nc2ccccc21 do in these assays?
Bim-Bfl-1: -8.0; RGS7-Gao reg: 100.5; Mcl-1 Bim block: 1.0; RGS4-Gao reg: 102.2; Bcl-2 Bim block: -2.0; Bcl-B Bim block: -3.0; Bcl-W Bim block: 2.0; Bcl-XL Bim block: -4.0; Mcl1-Bid inh: 3.7; RGS8-Gao reg: 104.2; Mcl1-Noxa inh: 0.7

Results for COc1ccc(C)cc1NC(=O)C(OC(=O)CNC(=O)c1ccc(Br)cc1)c1ccccc1 (configuration not stated) ?
Bim-Bfl-1: -1.0; RGS7-Gao reg: 100.1; Mcl-1 Bim block: -4.0; RGS4-Gao reg: 99.7; Bcl-2 Bim block: 0.0; Bcl-B Bim block: -4.0; Bcl-W Bim block: 0.0; Bcl-XL Bim block: -1.0; Mcl1-Bid inh: 2.8; RGS8-Gao reg: 100.3; Mcl1-Noxa inh: 0.3

How did Cc1ccc(C)n1-c1cccc(C(=O)O)c1 do in these assays?
Bim-Bfl-1: 2.0; RGS7-Gao reg: 22.0*; Mcl-1 Bim block: 13.0; RGS4-Gao reg: 84.0; Bcl-2 Bim block: 10.0; Bcl-B Bim block: 30.0; Bcl-W Bim block: 3.0; Bcl-XL Bim block: 2.0; Mcl1-Bid inh: 88.4*; RGS8-Gao reg: 49.2*; Mcl1-Noxa inh: 98.9*

Results for CC(C)C(=O)Nc1ccc([N+](=O)[O-])c(C(F)(F)F)c1 ?
Bim-Bfl-1: -6.0; RGS7-Gao reg: 98.2; Mcl-1 Bim block: 3.0; RGS4-Gao reg: 104.0; Bcl-2 Bim block: -2.0; Bcl-B Bim block: -2.0; Bcl-W Bim block: -2.0; Bcl-XL Bim block: -3.0; Mcl1-Bid inh: 3.2; RGS8-Gao reg: 101.7; Mcl1-Noxa inh: -6.6

How did COc1cc(C(=O)NCCc2ccc(S(=O)(=O)N3CCCC3)cc2)cc(OC)c1OC do in these assays?
Bim-Bfl-1: 0.0; RGS7-Gao reg: 107.5; Mcl-1 Bim block: 2.0; RGS4-Gao reg: 101.0; Bcl-2 Bim block: -1.0; Bcl-B Bim block: 0.0; Bcl-W Bim block: 3.0; Bcl-XL Bim block: 0.0; Mcl1-Bid inh: -17.8; RGS8-Gao reg: 101.2; Mcl1-Noxa inh: -4.3
